Assay outcomes deposited in PubChem BioAssay by several laboratories.
Neddylation inh: cullin neddylation inhibition. calls only at 25 µM. AID 651699. 360,000 tested, 0.58% active. P61081+Q13564. TR-FRET cullin neddylation, biochemical; in the data active means inhibition above about 36%
Rpn11 inh: inhibitors of human proteasome Rpn11; O00487; human 26S proteasome, Ub4-pepOG fluorescence polarization; 20S core pre-blocked with epoxomicin; calls only at 20 µM; 360,000 tested, 0.59% active;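 active means inhibition at 20 µM, scaled to each plate's controls, above about 33%, limit read from the data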
MT1-MMP act inh: inhibitors of human MT1-MMP activation | P50281 | HT1080 RFP-PRO-GFP cells, GFP/RFP ratio fluorescence, overnight; percent of plate control window, DMSO zero | GFP/RFP ratio change, % at 20 µM | 360,000 tested, 0.061% active | AID 651647;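 active means GFP/RFP ratio change of at least 30% with cell ATP level not reduced by more than half and red fluorescence within 50% of control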; further: strong numbers were not always called active
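Read-out: GFP/RFP fluorescence ratio; Test system: RFP-PRO-GFP reporter HT1080 cells; Compound dosing: single-point 20 µM compound, 1% DMSO; Times: overnight compound exposure at 37 °C.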
SKN-1 block: blocks SKN-1 activity in C. elegans; C. elegans VP596 Pgst-4::GFP/RFP ratio, acrylamide-induced, 24 h; inhibition, % at 21.8 µM; AID 624304; 360,000 tested, 0.49% active;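 active means interference check ratio from 0.5 to 1.5 plus GFP to RFP signal ratio inhibition reaching or exceeding a fixed threshold, cut at about 30% in these data, passing the limit was not always enough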; further: some compounds called inactive have numbers as strong as hits
FAS-TE inh: inhibitors of human fatty acid synthase thioesterase domain; P49327; recombinant FAS-TE, OMFH fluorogenic substrate, fluorescence endpoint; inhibition, % at 15 µM; 360,000 tested, 0.67% active; AID 602261;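 active means compounds whose normalised, plate-corrected inhibition of enzyme fluorescence in the single-dose primary screen is 50% or more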;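 further: 0% = DMSO with enzyme and 100% = substrate without enzyme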
NadD block: blocks S. aureus nicotinate mononucleotide adenylyltransferase | 360,000 tested, 0.78% active | inhibition, % at 20 µM | purified NadD enzyme, colorimetric absorbance read-out; in the data active means inhibition above about 26%; further: some compounds past the cut are filed as inactive
Rin1-Abl PPI inh: human Rin1-Abl interaction inhibition. P00519+Q13671. TR-FRET Rin1/Abl binding, biochemical. inhibition, % at 7.35 µM. 360,000 tested, 0.4% active. AID 588664; in the data active means inhibition above about 5%, passing the limit was not always enough
Target sequence (P00519 whole entry, looked up): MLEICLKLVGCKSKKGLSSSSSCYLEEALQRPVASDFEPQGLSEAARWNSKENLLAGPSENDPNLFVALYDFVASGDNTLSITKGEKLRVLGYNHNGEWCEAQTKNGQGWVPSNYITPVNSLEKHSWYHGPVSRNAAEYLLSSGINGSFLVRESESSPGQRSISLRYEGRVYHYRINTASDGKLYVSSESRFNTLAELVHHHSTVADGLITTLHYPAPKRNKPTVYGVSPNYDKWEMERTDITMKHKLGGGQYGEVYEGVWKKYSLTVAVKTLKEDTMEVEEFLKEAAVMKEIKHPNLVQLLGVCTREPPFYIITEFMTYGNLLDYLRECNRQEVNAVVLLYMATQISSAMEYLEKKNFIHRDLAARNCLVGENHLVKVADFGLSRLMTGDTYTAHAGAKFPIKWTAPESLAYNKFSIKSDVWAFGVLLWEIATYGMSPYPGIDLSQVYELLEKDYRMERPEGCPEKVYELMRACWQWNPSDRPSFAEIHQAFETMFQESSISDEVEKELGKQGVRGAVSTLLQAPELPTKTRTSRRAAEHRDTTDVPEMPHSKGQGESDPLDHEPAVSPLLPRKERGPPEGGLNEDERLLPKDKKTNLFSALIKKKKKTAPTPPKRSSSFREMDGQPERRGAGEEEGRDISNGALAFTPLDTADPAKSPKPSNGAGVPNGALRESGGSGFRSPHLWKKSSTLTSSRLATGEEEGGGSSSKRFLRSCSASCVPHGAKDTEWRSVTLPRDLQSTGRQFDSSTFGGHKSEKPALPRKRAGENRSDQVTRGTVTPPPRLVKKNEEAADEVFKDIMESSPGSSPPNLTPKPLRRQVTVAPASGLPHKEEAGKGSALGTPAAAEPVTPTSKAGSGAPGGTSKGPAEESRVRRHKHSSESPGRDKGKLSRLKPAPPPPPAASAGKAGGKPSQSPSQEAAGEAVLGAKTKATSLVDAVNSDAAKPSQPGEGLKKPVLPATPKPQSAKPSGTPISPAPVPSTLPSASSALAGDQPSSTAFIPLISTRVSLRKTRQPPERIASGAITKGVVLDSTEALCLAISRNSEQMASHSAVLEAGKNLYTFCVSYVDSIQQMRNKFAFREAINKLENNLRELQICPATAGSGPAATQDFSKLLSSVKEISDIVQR
Target sequence (Q13671 whole entry, looked up): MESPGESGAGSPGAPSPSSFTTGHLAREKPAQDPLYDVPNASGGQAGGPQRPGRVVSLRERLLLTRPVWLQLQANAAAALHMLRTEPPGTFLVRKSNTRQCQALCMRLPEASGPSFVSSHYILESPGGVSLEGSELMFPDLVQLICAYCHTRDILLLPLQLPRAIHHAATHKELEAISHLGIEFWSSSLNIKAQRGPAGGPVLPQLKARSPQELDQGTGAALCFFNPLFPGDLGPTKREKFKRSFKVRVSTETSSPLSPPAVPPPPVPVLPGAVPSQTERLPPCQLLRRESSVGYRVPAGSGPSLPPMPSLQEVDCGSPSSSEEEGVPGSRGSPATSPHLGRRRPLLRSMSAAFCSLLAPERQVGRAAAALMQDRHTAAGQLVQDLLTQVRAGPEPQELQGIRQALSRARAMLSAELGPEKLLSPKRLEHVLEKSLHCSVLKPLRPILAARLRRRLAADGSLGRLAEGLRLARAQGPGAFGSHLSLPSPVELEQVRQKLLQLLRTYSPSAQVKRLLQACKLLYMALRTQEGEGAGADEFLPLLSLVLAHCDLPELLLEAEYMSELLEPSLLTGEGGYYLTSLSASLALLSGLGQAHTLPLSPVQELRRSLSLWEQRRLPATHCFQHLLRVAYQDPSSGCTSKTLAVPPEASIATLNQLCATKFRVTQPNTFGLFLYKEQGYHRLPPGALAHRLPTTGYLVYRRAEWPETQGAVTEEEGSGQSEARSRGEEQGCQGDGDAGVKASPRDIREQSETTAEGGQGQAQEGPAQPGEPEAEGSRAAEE
PABP1 MLLE inh: blocks PAM2 peptide binding to the PABP1 MLLE domain | AID 588489 | inhibition, % at 20 µM | 360,000 tested, 0.36% active | GST-MLLE / FITC-PAM2 fluorescence polarization; in the data active means inhibition above about 35%, passing the limit was not always enough;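 further: plate controls were DMSO wells with GST-MLLE for no effect and wells lacking GST-MLLE protein for full effect; some results filed as inactive read as strong as hits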
CSN deneddyl inh: blocks human CSN-mediated cullin deneddylation; Q92905; Purified CSN, SCF-Nedd8-OG deneddylation, fluorescence polarization; inhibition, % at 12.5 µM; 360,000 tested, 0.38% active; AID 651999;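 active means pattern-corrected inhibition above about 35%, with an unprinted fluorescence ratio check between 0.5 and 1.5, limit read from the data, passing the limit was not always enough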;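 further: 0% = enzyme with substrate and 100% = substrate without enzyme; some results filed as inactive read as strong as hits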
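Assay system: Purified human Csn5 enzyme expressed in HEK293T cells | Amount: Enzyme 0.24 nM | Measured by: Fluorescence polarization readout | Medium: Tris/NaCl/DTT buffer, pH 7.5 | Compound dosing: One concentration, 12.5 µM, 0.25% DMSO | Times: 90 min incubation of compound, enzyme and substrate at room temperature | Control set: no-enzyme wells high, enzyme-with-substrate wells low | Read-out: % inhibition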
Active calls of the source: *.

`CC1CN(C(=O)COC(=O)c2cnc(Cl)c(Cl)c2)CC(C)O1` (stereo not given) gave Neddylation inh inactive, Rpn11 inh inactive, MT1-MMP act inh 0, SKN-1 block 5, FAS-TE inh -6, NadD block 5, Rin1-Abl PPI inh 1, PABP1 MLLE inh -7 and CSN deneddyl inh 3.
`O=C(COC(=O)c1ccc([N+](=O)[O-])s1)Nc1cccc(S(=O)(=O)NC2=NCCCCC2)c1` gave Neddylation inh inactive, Rpn11 inh inactive, MT1-MMP act inh 0, SKN-1 block 12, FAS-TE inh 4, NadD block -3, Rin1-Abl PPI inh -2, PABP1 MLLE inh -14 and CSN deneddyl inh 17.
For CC(C)CC(c1nnnn1C(C)C)N1CCN(c2cccc(Cl)c2)CC1 (stereo not given) the results were Neddylation inh inactive, Rpn11 inh inactive, MT1-MMP act inh -16, SKN-1 block -6, FAS-TE inh 17, NadD block -3, Rin1-Abl PPI inh 0, PABP1 MLLE inh -6 and CSN deneddyl inh -2.
For COCc1c(C(=O)N/N=C/c2cccc3ccccc23)nnn1-c1nonc1N the results were Rpn11 inh inactive, MT1-MMP act inh 3, SKN-1 block 7, FAS-TE inh -4, NadD block 0, Rin1-Abl PPI inh -1, PABP1 MLLE inh -20 and CSN deneddyl inh 0.
For COc1ccc(/C=N/Nc2ccc([N+](=O)[O-])cc2)cc1O the results were Neddylation inh inactive, MT1-MMP act inh -11, SKN-1 block 11, FAS-TE inh -13, NadD block -9, Rin1-Abl PPI inh -3, PABP1 MLLE inh -127 and CSN deneddyl inh 33.
COc1ccc(N(Cc2ccccc2)C(=O)CSc2nnc(Cn3nnc4ccccc43)o2)cc1 was read as Neddylation inh inactive, Rpn11 inh inactive, MT1-MMP act inh -1, SKN-1 block -24, FAS-TE inh 9, NadD block -3, Rin1-Abl PPI inh 4, PABP1 MLLE inh -6 and CSN deneddyl inh 3.
For Cc1ccc(S(=O)(=O)C2C(=O)NC3(C)CC2c2ccccc2O3)cc1 (stereo not given) the results were Neddylation inh inactive, Rpn11 inh inactive, MT1-MMP act inh -2, SKN-1 block -2, FAS-TE inh -7, NadD block 1, Rin1-Abl PPI inh -3, PABP1 MLLE inh -8 and CSN deneddyl inh -9.
For CC(=Nc1cccc(C)c1)c1sc2ccccc2c1O the results were Rpn11 inh inactive, MT1-MMP act inh -37, SKN-1 block 19, FAS-TE inh -3, NadD block -3, Rin1-Abl PPI inh -4, PABP1 MLLE inh -18 and CSN deneddyl inh 9.
For Cc1nn(-c2ccc(C(=O)Nc3nnc(C4CC4)s3)cc2)c(C)c1Cl the results were Neddylation inh inactive, Rpn11 inh inactive, MT1-MMP act inh 3, SKN-1 block 0, FAS-TE inh -7, NadD block -3, Rin1-Abl PPI inh 0, PABP1 MLLE inh -2 and CSN deneddyl inh 15.
`CCc1ccc(N(C(=O)CCC(=O)Nc2cc(C)on2)C(C(=O)NC(C)(C)C)c2ccc(OC)cc2)cc1` (stereo not given) gave Neddylation inh inactive, Rpn11 inh inactive, MT1-MMP act inh -2, SKN-1 block 4, FAS-TE inh 7, NadD block 0, Rin1-Abl PPI inh 3, PABP1 MLLE inh -6 and CSN deneddyl inh 1.
Screening C/C=C/c1ccc(OCCCCN2CCN(CC)CC2)c(OC)c1 returned Neddylation inh inactive, Rpn11 inh inactive, MT1-MMP act inh 4, SKN-1 block -1, FAS-TE inh -7, NadD block -12, Rin1-Abl PPI inh 1, PABP1 MLLE inh -5 and CSN deneddyl inh 0.
O=C(CCC1CCCN(C(=O)COc2ccccc2)C1)N1CCN(c2ccccn2)CC1 (stereo not given) was read as Neddylation inh inactive, Rpn11 inh inactive, MT1-MMP act inh 0, SKN-1 block 18, FAS-TE inh -5, NadD block 4, Rin1-Abl PPI inh 1, PABP1 MLLE inh 11 and CSN deneddyl inh 11.
For O=C(NCCC1CCCCN1S(=O)(=O)c1ccc(F)cc1)C(=O)NCc1ccncc1 (stereo not given) the results were Neddylation inh inactive, Rpn11 inh inactive, MT1-MMP act inh -5, SKN-1 block -1, FAS-TE inh -4, NadD block -5, Rin1-Abl PPI inh 1, PABP1 MLLE inh 17 and CSN deneddyl inh 4.
Screening CC(OC(=O)c1ccc(S(C)(=O)=O)c([N+](=O)[O-])c1)C(=O)NC1C2CC3CC(C2)CC1C3 (stereo not given) returned Neddylation inh inactive, Rpn11 inh inactive, MT1-MMP act inh 2, SKN-1 block -14, FAS-TE inh 20, NadD block 0, Rin1-Abl PPI inh 0, PABP1 MLLE inh -1 and CSN deneddyl inh 5.
`Cc1nc2ccc(S(=O)(=O)NCC(=O)N3CCC(N4CCCCC4)CC3)cc2s1` gave Neddylation inh inactive, Rpn11 inh inactive, MT1-MMP act inh 0, SKN-1 block 15, FAS-TE inh -11, NadD block -3, Rin1-Abl PPI inh 0, PABP1 MLLE inh 10 and CSN deneddyl inh 7.
Screening Cc1cc(S(=O)(=O)NC(C)C)ccc1OCC(=O)NCc1ccccc1 returned Neddylation inh inactive, Rpn11 inh inactive, MT1-MMP act inh -4, SKN-1 block 7, FAS-TE inh -2, NadD block 4, Rin1-Abl PPI inh 0, PABP1 MLLE inh 7 and CSN deneddyl inh -3.
For O=C(Cc1c(F)cccc1Cl)Nc1cc(S(=O)(=O)N2CCOCC2)ccc1N1CCOCC1 the results were Neddylation inh inactive, Rpn11 inh inactive, MT1-MMP act inh -1, SKN-1 block 9, FAS-TE inh 5, NadD block 1, Rin1-Abl PPI inh -2, PABP1 MLLE inh -12 and CSN deneddyl inh 0.
For CCNC(=O)C1(c2ccccc2)CCCC1 the results were Neddylation inh inactive, Rpn11 inh inactive, MT1-MMP act inh 0, SKN-1 block -2, FAS-TE inh -7, NadD block -4, Rin1-Abl PPI inh 2, PABP1 MLLE inh -4 and CSN deneddyl inh 3.
Screening CC(NC(=O)C(=O)N/N=C/c1ccc(Cl)cc1)c1ccccc1 (stereo not given) returned Neddylation inh inactive, Rpn11 inh inactive, MT1-MMP act inh 2, SKN-1 block 0, FAS-TE inh 0, NadD block 0, Rin1-Abl PPI inh 1, PABP1 MLLE inh 4 and CSN deneddyl inh -2.
For O=C(CSc1nccc(=O)[nH]1)NN(c1ccccc1)c1ccccc1 the results were Neddylation inh inactive, Rpn11 inh inactive, MT1-MMP act inh 3, SKN-1 block 2, FAS-TE inh -5, NadD block 0, Rin1-Abl PPI inh 0, PABP1 MLLE inh -32 and CSN deneddyl inh 1.
For Cc1[nH]nc(S(=O)CC(=O)O)c1[N+](=O)[O-] (stereo not given) the results were Neddylation inh inactive, Rpn11 inh inactive, MT1-MMP act inh 2, SKN-1 block 12, FAS-TE inh 0, NadD block -2, Rin1-Abl PPI inh 2, PABP1 MLLE inh 2 and CSN deneddyl inh -6.
Screening CC(C)(C)n1ncc(Oc2ccccc2[N+](=O)[O-])c(Cl)c1=O returned Neddylation inh inactive, Rpn11 inh inactive, MT1-MMP act inh -5, SKN-1 block 7, FAS-TE inh -4, NadD block 0, Rin1-Abl PPI inh 2, PABP1 MLLE inh 8 and CSN deneddyl inh 6.
Screening COc1ccc(N2CCN(C(=O)Cc3coc4cc(C)ccc34)CC2)cc1 returned Neddylation inh inactive, Rpn11 inh inactive, MT1-MMP act inh 4, SKN-1 block 5, FAS-TE inh 4, NadD block -5, Rin1-Abl PPI inh 2, PABP1 MLLE inh -10 and CSN deneddyl inh 7.
For CCOC(=O)C(CC)/C(C)=N\NC(=O)CCC(=O)Nc1ccc(Cl)cc1Cl (stereo not given) the results were Neddylation inh inactive, Rpn11 inh inactive, MT1-MMP act inh -1, SKN-1 block 6, FAS-TE inh -5, NadD block -8, Rin1-Abl PPI inh 2, PABP1 MLLE inh -11 and CSN deneddyl inh 2.
CC(=O)Nc1cc(-c2ccccc2)nn1Cc1ccc(Cl)cc1 was read as Neddylation inh inactive, Rpn11 inh inactive, MT1-MMP act inh 1, SKN-1 block 10, FAS-TE inh 7, NadD block -5, Rin1-Abl PPI inh -3, PABP1 MLLE inh -4 and CSN deneddyl inh -4.
CCOc1cc(CO)cc(Br)c1OCC(=O)O was read as Neddylation inh inactive, Rpn11 inh inactive, MT1-MMP act inh 1, SKN-1 block -1, FAS-TE inh -4, NadD block -2, Rin1-Abl PPI inh 2, PABP1 MLLE inh 0 and CSN deneddyl inh 12.
CCOc1ccc2nc(SCC)[nH]c2c1 was read as Neddylation inh inactive, Rpn11 inh inactive, MT1-MMP act inh -4, SKN-1 block -9, FAS-TE inh 2, NadD block 0, Rin1-Abl PPI inh 3, PABP1 MLLE inh -6 and CSN deneddyl inh -1.
COCCSc1ccccc1C(=O)N1CCc2ccccc21 was read as Neddylation inh inactive, Rpn11 inh inactive, MT1-MMP act inh 1, SKN-1 block 0, FAS-TE inh -4, NadD block 0, Rin1-Abl PPI inh 0, PABP1 MLLE inh 14 and CSN deneddyl inh 2.
Screening c1ccc(-c2ccc3cnccc3n2)cc1 returned Neddylation inh inactive, Rpn11 inh inactive, MT1-MMP act inh 2, SKN-1 block 14, FAS-TE inh -9, NadD block -3, Rin1-Abl PPI inh 2, PABP1 MLLE inh 7 and CSN deneddyl inh -2.
For O=S(=O)(NC1c2cccc3cccc(c23)C1Sc1ncccn1)c1ccc(Cl)cc1 (stereo not given) the results were Neddylation inh inactive, Rpn11 inh inactive, MT1-MMP act inh -6, SKN-1 block 11, FAS-TE inh 16, NadD block -2, Rin1-Abl PPI inh -1, PABP1 MLLE inh 4 and CSN deneddyl inh -4.
For Cc1ccccc1NC(=O)C[n+]1cc(-c2ccccc2)n2c1CCC2 the results were Neddylation inh inactive, Rpn11 inh inactive, MT1-MMP act inh -3, SKN-1 block 19, FAS-TE inh -9, NadD block -6, Rin1-Abl PPI inh 0, PABP1 MLLE inh -7 and CSN deneddyl inh 7.
O=c1c(Cc2c(F)cccc2Cl)c(O)ccn1Cc1ccc2c(c1)OCO2 was read as Neddylation inh inactive, Rpn11 inh inactive, MT1-MMP act inh -3, SKN-1 block 8, FAS-TE inh -2, NadD block -1, Rin1-Abl PPI inh 5, PABP1 MLLE inh 10 and CSN deneddyl inh 8.
`COc1cc(CCNC(=O)c2ccccc2NC(=O)C2=C(C)OCCS2)cc(OC)c1OC` gave Neddylation inh inactive, Rpn11 inh inactive, MT1-MMP act inh 3, SKN-1 block -17, FAS-TE inh -5, NadD block -9, Rin1-Abl PPI inh 1, PABP1 MLLE inh 10 and CSN deneddyl inh 3.
For N#Cc1ccc(CC(=O)c2ccccc2)[nH]c1=O the results were Neddylation inh inactive, Rpn11 inh inactive, MT1-MMP act inh -29, SKN-1 block 44*, FAS-TE inh -2, NadD block 7, Rin1-Abl PPI inh 1, PABP1 MLLE inh 9 and CSN deneddyl inh -4.
Screening CN1CCN(C(=O)c2ccc(Cn3cc(Cl)cn3)o2)CC1 returned Neddylation inh inactive, Rpn11 inh inactive, MT1-MMP act inh 3, SKN-1 block 2, FAS-TE inh 0, NadD block -5, Rin1-Abl PPI inh 3, PABP1 MLLE inh 14 and CSN deneddyl inh 0.
